# CHT inh: inhibitors of human choline transporter CHT | Q9GZV3 | CHT-expressing cells, membrane potential dye, choline response; stronger effect = lower value | B-score at 10 µM | 0.86% of 310,000 active | AID 488975;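 active = B-score over 3 SD under the library average, and starting fluorescence ratio not unusually high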;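 note: choline stimulus applied at its EC90 after an EC20 pre-addition; B-score computed on integrated fluorescence ratio after choline addition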
# Target sequence (Q9GZV3 whole entry, looked up): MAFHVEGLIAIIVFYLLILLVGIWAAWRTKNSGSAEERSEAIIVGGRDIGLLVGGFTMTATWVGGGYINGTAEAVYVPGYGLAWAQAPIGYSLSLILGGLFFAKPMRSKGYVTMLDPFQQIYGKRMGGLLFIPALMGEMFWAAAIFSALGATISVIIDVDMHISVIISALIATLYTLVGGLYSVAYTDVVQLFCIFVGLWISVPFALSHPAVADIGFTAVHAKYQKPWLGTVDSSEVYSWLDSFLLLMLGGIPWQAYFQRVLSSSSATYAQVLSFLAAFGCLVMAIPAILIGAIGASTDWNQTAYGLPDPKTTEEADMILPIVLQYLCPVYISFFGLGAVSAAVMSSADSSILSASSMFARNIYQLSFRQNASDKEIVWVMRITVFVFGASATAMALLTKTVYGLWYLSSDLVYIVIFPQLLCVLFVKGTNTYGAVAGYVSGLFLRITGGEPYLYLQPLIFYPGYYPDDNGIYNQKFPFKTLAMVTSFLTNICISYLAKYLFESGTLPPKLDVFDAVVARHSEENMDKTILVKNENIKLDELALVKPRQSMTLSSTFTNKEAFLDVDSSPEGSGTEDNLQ
# CHT allo act: human CHT allosteric activation | CHT-expressing cells, membrane potential dye, choline EC20; stronger effect = higher value; LV-AA mutant CHT in HEK293 cells | B-score at 10 µM | 0.49% of 310,000 active;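 active = initial fluorescence not abnormally high and integrated response B-score, plate-corrected, over 3 SD above library mean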
# Starred values were filed as active, the others as inactive; i = inactive.
# Every second line gives: CHT inh | CHT allo act
CCOCCCNC(=O)C(NC(=O)C1CCC(=O)N1)c1ccc(C)cc1 (configuration not stated)
→ i | i
Cc1ccc(S(=O)(=O)Nc2cccc(-c3ccc(N4CCCCCC4)nn3)c2)cc1
→ i | i
CN(Cc1cnn(C)c1)C(=O)c1cc(COc2c(F)cccc2F)on1
→ i | i
Cc1cc(C(F)F)n2ncc(C(=O)N3CCCCC3)c2n1
→ i | i
Cc1ccc(CNc2c(C=O)c(=O)[nH]c3ccccc23)cc1
→ i | i
Cc1cc(NC(=O)CN2CCOCC2)n(-c2nc3ccccc3s2)n1
→ i | i
COc1ccc(Cc2nnc(NS(C)(=O)=O)s2)cc1
→ i | i
CN(C)c1ccc(NC(=O)c2cnsn2)cc1
→ i | i
CCCCc1ncc(CN2CCC(n3nccc3NC(=O)C(OC)c3ccccc3)CC2)[nH]1 (configuration not stated)
→ i | i
CC1Cc2ccccc2N1C(=O)CCn1c(=O)sc2ccccc21 (configuration not stated)
→ i | i
Cc1c(-n2c(SC(C)C(=O)NC(N)=O)nc3ccccc3c2=O)c(=O)n(-c2ccccc2)n1C (configuration not stated)
→ i | i
CSCCC1NC(=O)N(CC(=O)Nc2c(C(C)C)cccc2C(C)C)C1=O (configuration not stated)
→ i | i
O=C(Cc1cccs1)Nc1nc2ccccc2s1
→ i | i
c1ccc(-c2ccc3c(c2)NC(C2Nc4cc(-c5ccccc5)ccc4O2)O3)cc1 (configuration not stated)
→ i | i
O=C(Cn1c(=O)oc2cc(S(=O)(=O)N3CCCC3)ccc21)N1CCN(c2ccccn2)CC1
→ i | i
Cc1nc2cccc(C(=O)NCc3ccccc3)c2o1
→ i | i
Cc1cccc(NC(=O)CSCC(=O)Nc2ccccc2C(=O)NC2CC2)c1
→ i | i
COc1ccc(Cl)cc1C(=O)NNC(=S)NC(=O)/C=C/c1ccco1
→ i | i
Cc1nnc(NC(=O)C2CCN(c3nnnn3-c3ccccc3)CC2)s1
→ i | i
CCCc1nnc(NC(=O)CCC(=O)N2CCN(S(=O)(=O)c3ccc(OC)cc3)CC2)s1
→ i | i
On1nnc2ccc3ccccc3c21
→ i | i
O=C(CN1C(=O)S/C(=C\C=C\c2ccccc2)C1=O)Nc1ccccc1C(=O)O
→ i | i
CC1(C)Cc2c(sc(NC(=O)c3ccc4c(c3)OCCO4)c2C(N)=O)C(C)(C)N1
→ i | i
Cc1nc(-c2ccccc2)sc1-c1nc(-c2ccncc2)ncc1S(=O)(=O)c1ccccc1
→ i | i
COc1ccc(CCNC(=O)c2ccc(CNc3nc(=S)[nH]c4ccccc34)cc2)cc1OC
→ i | i
CCOC(=O)c1ccc(NC(=O)c2nc(SC)ncc2Cl)cc1
→ i | i
COc1ccc(C(=O)NCC(C)(C)CNC(=O)c2ccc(OC)cc2)cc1
→ i | i
Cc1nnc(NC(=O)CSc2ccc([N+](=O)[O-])cn2)s1
→ i | i
COc1ccc(NC(=O)CSc2nncs2)cc1OC
→ i | i
CC(=O)c1cccc(OCC(O)CNCCc2ccc(Cl)cc2)c1 (configuration not stated)
→ i | i

# Among those listed so far, these contain an aryl thioether with sulfur outside any ring:
# Every second line gives: CHT inh | CHT allo act
Cc1c(-n2c(SC(C)C(=O)NC(N)=O)nc3ccccc3c2=O)c(=O)n(-c2ccccc2)n1C (configuration not stated)
→ i | i
CCOC(=O)c1ccc(NC(=O)c2nc(SC)ncc2Cl)cc1
→ i | i
Cc1nnc(NC(=O)CSc2ccc([N+](=O)[O-])cn2)s1
→ i | i
COc1ccc(NC(=O)CSc2nncs2)cc1OC
→ i | i

# Next part
# Every second line gives: CHT inh | CHT allo act
Cc1nonc1NC(=O)CSc1nnc(-c2ccoc2C)n1CC(C)C
→ i | i
O=C(C1CCC(CNS(=O)(=O)c2cccc3nsnc23)CC1)N1CC=C(c2ccccc2)CC1 (configuration not stated)
→ i | i
COc1cc(NC(=O)CSc2nc(C)c(C)c(C)n2)c(C)cc1[N+](=O)[O-]
→ i | i
COc1ccc([C@H]2/C=C\CN(Cc3ccc(N(C)C)cc3)[C@@H](C)C(=O)N2Cc2ccc(F)cc2)cc1
→ i | i
CCC(=O)Nc1cccc(NC(=S)NC(=O)c2ccccc2Cl)c1
→ i | i
CC1CCCCN1CCCNc1c(C=O)c(=O)[nH]c2ccccc12 (configuration not stated)
→ i | i
COc1cc(OC)cc(C(=O)Nc2ccc3c(c2)n(C)c(=O)n3C)c1
→ i | i
CCCCn1c(N)c(N(CCOC)C(=O)c2cccc(S(=O)(=O)N(C)c3ccc(C)cc3)c2)c(=O)[nH]c1=O
→ i | i
COc1ccc(S(=O)(=O)N2N=C(C)Oc3ccccc3C2=O)cc1
→ i | i
O=C(Cn1cc(F)c(=O)[nH]c1=O)NCCO
→ i | i
CC(NC(=O)Cn1cnnn1)c1cccc(C(F)(F)F)c1 (configuration not stated)
→ i | i
CC(=O)Nc1ccc(S(=O)(=O)NCCC(=O)OCc2nc(N)nc(Nc3ccccc3C)n2)cc1
→ i | i
O=S(=O)(NCCSCc1ccc(Cl)cc1Cl)c1ccc2c(c1)OCCO2
→ i | i
COc1ccc2c(c1)c(C(=O)O)c(C)n2CCc1ccc(OC)c(OC)c1
→ i | i
Cn1c(=O)c2c(ncn2Cc2ccccc2)n(C)c1=O
→ i | i
O=C(CSc1nc2ccsc2c(=O)n1NC(=O)c1ccccc1)Nc1nccs1
→ i | i
Cc1ccc(NC(=O)CSc2nnc(/N=C/N(C)C)s2)cc1
→ i | i
O=C(COC(=O)c1ccc(Cl)c(S(=O)(=O)N2CCOCC2)c1)NCc1ccco1
→ i | i
Cc1nn(C)cc1S(=O)(=O)Nc1ncccn1
→ i | i
CCOc1cccc(NC(=O)c2ccc(S(=O)(=O)N3CCCC3)cc2)c1
→ i | i
O=C(C1CCN(c2nc(-c3ccccc3)nc3c2CCC3)CC1)N1CCCC1
→ i | i
COC(CNC(=O)C(=O)Nc1ccc2c(c1)N(S(=O)(=O)c1cccs1)CCC2)OC
→ i | i
C=CCn1c(Cc2c[nH]c3ccccc23)nnc1SCC(=O)NCc1ccccc1
→ i | i
c1ccc(-c2nnc(SCc3nnc(-c4cccs4)o3)o2)cc1
→ i | i
CCCCN(C)CCCN1C(=O)C2C(C(=O)Nc3cccc(OC)c3)C3C=CC2(O3)C1C(=O)NC1CCCCC1C (configuration not stated)
→ i | i
CCn1cc(C2=NCCO2)c2ccccc21
→ i | 9.4*
Nc1ccnn1Cc1cccs1
→ i | i
CC(=O)Nc1ccc(NC(=O)C(C)OC(=O)c2ccccc2Sc2ccccc2C#N)cc1 (configuration not stated)
→ i | i
COc1cc(C(=S)N2CCOCC2)ccc1OC(=O)c1ccc(Br)cc1
→ i | i
O=C(NC1CCCC1)c1cc(Cl)ccc1[N+](=O)[O-]
→ i | i
c1ccc(C2=Nc3ccccc3OC2)cc1
→ i | i
CCOC(=O)CN(C(=O)CSc1nnc(CNc2ccc(C)cc2C)n1CC)c1ccccc1
→ i | i
Cc1nc2ccc(NC(=O)c3ccc([N+](=O)[O-])cc3[N+](=O)[O-])cc2s1
→ i | i
Fc1ccc(-n2cc(CNCCc3ccccn3)c(-c3ccccc3Cl)n2)cc1
→ i | i
NC(=O)CSc1nnc(NC(=O)C2CC(=O)N(c3ccc(F)cc3)C2)s1 (configuration not stated)
→ i | i
COCCNC(=O)CCn1nc(-c2ccc(C)cc2)ccc1=O
→ i | i
CCC(CC)NC(=O)c1ccc(NS(=O)(=O)c2ccc3[nH]c(=O)[nH]c3c2)cc1
→ i | i
CCCCOCCCNC(=O)c1ccc(OC)cc1
→ i | i
O=C(O)CCn1cc(/C=C/C(=O)c2ccc(Cl)cc2)c(-c2cccc(Br)c2)n1
→ i | i
COc1cc2ncnc(NCc3cccs3)c2cc1OC
→ i | i
CC(C)c1ccc(CCNC(=O)c2ccc([N+](=O)[O-])cc2)cc1
→ i | i
O=c1[nH]c(Sc2ccc([N+](=O)[O-])cc2[N+](=O)[O-])nc2ccccc12
→ i | i
Cn1c(/C=C/c2ccccc2[N+](=O)[O-])nc2ccccc2c1=O
→ i | i
Cc1ccc(NC(=O)CS(=O)Cc2nc(-c3ccc(C)cc3)oc2C)cc1 (configuration not stated)
→ i | i
CCCCc1ccc(NC(=S)NCc2ccccc2OC)cc1
→ i | i
Cc1cccc(C)c1NC(=O)CCc1nnc2ccc(N3CCCC3)nn12
→ i | i
CCn1nc(NC(=O)c2ccccc2)c2cc3cccc(C)c3nc21
→ i | i
CCOC(=O)C[n+]1c(C)ccc2c1CCC2
→ i | i
O=C(NC1CCCCC1)C(c1cccs1)N(Cc1cccs1)C(=O)c1cccs1 (configuration not stated)
→ i | 9.2*
CCCc1nnc(NC(=O)NCCN2C(=O)C3C4C=CC(C4)C3C2=O)s1 (configuration not stated)
→ i | i
CCCOc1cccc(C(=O)NCCNC(=O)c2ccco2)c1
→ i | i
CCOC(=O)c1cccc(NC(=O)CS(=O)(=O)Cc2nc(-c3cccc(OC)c3)oc2C)c1
→ i | i
CN(Cc1ccccc1)C(=O)N[C@@H](Cc1ccccc1)C(=O)O
→ i | i
Nc1nc(NCCCN2CCOCC2)nc(Nc2cccc(Cl)c2)c1[N+](=O)[O-]
→ i | i
COc1ccc(S(=O)(=O)N2CCC(C(=O)NCCC(=O)Nc3nccs3)CC2)cc1
→ i | i
CSc1cccc(NC(=S)N(CCC(C)C)C2CCN(C(C)C)CC2)c1
→ i | i
O=C(CCCN1C(=O)/C(=C/c2cccc(Br)c2)SC1=S)Nc1cccnc1
→ i | i
O=C(O)C1CCC(N2C(=O)c3c(Cl)c(Cl)c(Cl)c(Cl)c3C2=O)CC1 (configuration not stated)
→ i | i
CCC1COC(c2cccn2Cc2ccc(Cl)cc2)=N1 (configuration not stated)
→ i | i
O=C(Cn1c(-c2ccc(Cl)cc2)noc1=O)N1CCN(c2ccccc2F)CC1
→ i | i

# Remaining list, next part:
# Every second line gives: CHT inh | CHT allo act
O=C(/C=C1\SC(=O)NC1=O)Nc1ccc(F)cc1
→ i | i
COCC(=O)Nc1nnc(COc2ccccc2)s1
→ i | i
CCOC(=O)c1c(C)[nH]c(C)c1S(=O)(=O)N(C)CC(=O)Nc1cccc(F)c1
→ i | i
N#CC1=C(N)Oc2c(oc(CO)cc2=O)C12C(=O)Nc1ccc(Cl)cc12 (configuration not stated)
→ i | i
COc1cc(NC(=O)CCN2CCN(C)CC2)cc(OC)c1
→ i | i
O=C(C1CC1)N1CCc2cc(Br)cc(S(=O)(=O)NCC3COc4ccccc4O3)c21 (configuration not stated)
→ i | i
S=c1[nH]nc(COc2ccc3ccccc3c2)o1
→ i | i
CC(=O)N1CC2(C)CN(C(C)=O)CC(C)(C1)C2=O
→ i | i
CCc1cc2c(CN3CCN(C)CC3)cc(=O)oc2cc1O
→ i | i
O=C(CCC1CCCC1)N1CCN(C(=O)c2cccnc2)CC1
→ i | i
CCc1ccc(C(=O)COC(=O)c2ccc(-c3nnc(-c4ccccc4)o3)cc2)cc1
→ i | i
Cc1c(CNC(=O)c2nn3c(c2Cl)NC(c2ccccc2)CC3C(F)(F)F)cnn1C (configuration not stated)
→ i | i
O=[N+]([O-])c1cc2c(cc1/C=N/Nc1nc(N3CCCC3)nc(N3CCCC3)n1)OCO2
→ i | i
CCOC(=O)c1c(C)[nH]c(C(=O)OCC(=O)NCCc2ccc(OCC)c(OCC)c2)c1C
→ i | i
COc1ccc(OC)c(Nc2nnc(C)c(=O)[nH]2)c1
→ i | i
O=C(NC(=S)N1CCN(CCO)CC1)C12CC3CC(CC(C3)C1)C2
→ i | i
Cc1ccc(N=Cc2cccc(O)c2O)c(C)c1
→ i | i
O=C(CN(C(=O)CNC(=O)c1cccs1)c1ccc(F)cc1)NC1CCCC1
→ i | i
Cc1cc(C)c([N+](=O)[O-])cc1-c1ccc(/C=N/NC(=O)c2nonc2N)o1
→ i | i
Cc1ccnc(NS(=O)(=O)c2ccc(NC(=O)C3CC3)cc2)n1
→ i | i
O=C(CN1C(=O)NC(CCc2ccccc2)C1=O)NC1CC1 (configuration not stated)
→ i | i
Cc1ccc(-c2cc(C(=O)N/N=C/c3cccnc3)c3ccccc3n2)cc1C
→ i | i
O=C(Nc1ccc(F)cc1)c1sc2cc(C(F)(F)F)cnc2c1-c1cccs1
→ i | i
C[C@@H]1C=C(C(=O)NCc2ccccc2)O[C@H](OCc2ccc(CO)cc2)C1
→ i | i
CCOc1ccc(NC(=O)C2CCC(C)(C(=O)O)C2(C)C)cc1 (configuration not stated)
→ i | i
O=C(CN1CCN(c2nc(-c3ccc(Cl)cc3)cs2)CC1)NCc1ccco1
→ i | i
O=C(CNC(=O)c1ccc(Br)o1)NCC(=O)OCc1ccccc1
→ i | i
COC(=O)c1ccc(NC(C(=O)OC)C(C)C)c([N+](=O)[O-])c1 (configuration not stated)
→ i | i
CCOc1ccccc1C(=O)N[C@H](C(=O)NCc1ccccc1)C(C)C
→ i | i
Cc1nn(Cc2ccccc2)c(C)c1/C=N/NC(=O)c1cccnc1
→ i | i

# Two entries from above, bar-delimited:
SMILES | CHT inh | CHT allo act
O=C(NC(=S)N1CCN(CCO)CC1)C12CC3CC(CC(C3)C1)C2 | i | i
O=C(Nc1ccc(F)cc1)c1sc2cc(C(F)(F)F)cnc2c1-c1cccs1 | i | i

# Carrying on.
# Every second line gives: CHT inh | CHT allo act
Cc1ccc(NC(=O)CSc2nnc(-c3cnccn3)n2-c2ccccc2)cc1
→ i | i
CC(=O)Oc1ccc(OC(C)=O)c(SCCCCCN2CCOCC2)c1
→ i | i
C[C@]12CC[C@@H]3c4ccc(OS(=O)(=O)O)cc4CC[C@H]3[C@@H]1CCC2=O
→ i | i
O=C(CCN1CCCCC1)N/N=C/c1c[nH]c2ccccc12
→ i | i
CCOc1ccccc1N1CCN(C(=O)c2c(-c3c(F)cccc3Cl)noc2C)CC1
→ i | i
CCCC(O)(c1ccccc1)C(CN1CCOCC1)c1ccccc1 (configuration not stated)
→ i | i
C/C(=N\NC(=O)CN1CCCCC1)c1cccc([N+](=O)[O-])c1
→ i | i

# Screening results deposited in PubChem by Johns Hopkins Ion Channel Center.
